# PAD4 FP inh – inhibitors of human PAD4. inhibition, % at 6.36 µM. hit rate 0.41% among 330,000. Q9UM07. recombinant PAD4, RCA probe fluorescence polarization;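 active means percent inhibition above a cutoff equal to the mean of all tested compounds plus 3 SD, cut at about 15% in these data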;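 further: 0% = PAD4 with RCA probe and DMSO and 100% = probe without PAD4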
# PREPL inhibitor – inhibitors of human prolyl oligopeptidase-like enzyme PREPL; Q4J6C6; recombinant PREPL, fluorescence polarization activity-based probe; inhibition, % at 5.96 µM; hit rate 0.68% among 320,000; in the data active means inhibition above about 43%;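 further: 0% = enzyme with DMSO and 100% = wells lacking enzyme; many of its hits are not listed in these tables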
# PAFAH1B2 inh – PAFAH1B2 (human) inhibition; hit rate 1.2% among 340,000; P68402; inhibition, % at 3.39 µM; AID 492953; recombinant PAFAH1B2, FP-rhodamine activity probe, fluorescence polarization;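 active means inhibition above the mean of all tested compounds plus 3 SD, cut at about 24% in these data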;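 further: 0% = enzyme with DMSO and 100% = wells lacking PAFAH1B2; many of its hits are not listed in these tables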
# LYPLA1 inh – counter-screen for PME1 inhibitors: inhibitors of human LYPLA1. hit rate 0.16% among 320,000. O75608. AID 2174. recombinant LYPLA1, FP-Rh probe fluorescence polarization. inhibition, % at 5.9 µM;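 active means inhibition above the mean of all tested compounds plus 3 SD, set per campaign, cut at about 14% in these data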;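 further: inhibitors block serine hydrolase probe labeling of LYPLA1 so polarization falls; 0% = enzyme with DMSO and 100% = wells lacking LYPLA1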
# Target sequence (O75608 whole entry, looked up): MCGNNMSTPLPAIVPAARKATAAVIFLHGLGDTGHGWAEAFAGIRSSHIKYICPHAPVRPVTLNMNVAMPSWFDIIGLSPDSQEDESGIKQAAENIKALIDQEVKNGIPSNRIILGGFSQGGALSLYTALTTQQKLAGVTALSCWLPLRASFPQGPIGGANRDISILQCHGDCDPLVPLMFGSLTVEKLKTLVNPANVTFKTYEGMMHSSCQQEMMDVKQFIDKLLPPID
# PAFAH2 FP inh – inhibitors of human PAFAH2; AID 492956; recombinant PAFAH2, FP-rhodamine activity probe, fluorescence polarization; Q99487; inhibition, % at 3.39 µM; hit rate 0.99% among 340,000;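 active means inhibition above the mean over all tested compounds plus 3 SD, cut at about 30% in these data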;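 further: inhibitors block probe labeling of enzyme so polarization drops; 0% = enzyme with DMSO and 100% = wells lacking PAFAH2 protein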
# GSTO1 counter – blocks human GSTO1 in RBBP9 counter-screen; P78417; recombinant GSTO1, activity-based probe fluorescence polarization; inhibition, % at 5.96 µM; hit rate 1.1% among 300,000; AID 1974;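 active means inhibition above the campaign mean inhibition plus 3 SD, cut at about 35% in these data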;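 further: 0% = GSTO1-1 with DMSO and 100% = wells lacking GSTO1-1 enzyme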
# Target sequence (P78417 whole entry, looked up): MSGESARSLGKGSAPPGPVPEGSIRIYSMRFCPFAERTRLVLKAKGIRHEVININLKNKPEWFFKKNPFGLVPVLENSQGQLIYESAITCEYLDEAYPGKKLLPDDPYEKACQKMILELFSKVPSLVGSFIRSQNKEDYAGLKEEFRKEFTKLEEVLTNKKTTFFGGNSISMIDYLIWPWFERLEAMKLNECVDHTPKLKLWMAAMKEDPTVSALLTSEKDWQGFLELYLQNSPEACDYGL
# pPAFAH inh – pPAFAH (human) enzyme inhibition; recombinant pPAFAH, FP-rhodamine probe fluorescence polarization; inhibition, % at 3.39 µM; hit rate 1.5% among 330,000; AID 463082;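 active means inhibition above the mean inhibition across the screen plus 3 SD, cut at about 25% in these data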;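 further: inhibitors block binding of the rhodamine activity-based probe so polarization drops; 0% = enzyme with DMSO and 100% = wells lacking pPAFAH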
# LYPLA2 inh – counter-screen for PME1 inhibitors: inhibitors of human LYPLA2; recombinant LYPLA2, FP-Rh probe fluorescence polarization; inhibition, % at 5.9 µM; hit rate 0.38% among 320,000; AID 2177;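 active means inhibition above the screen-wide mean plus 3 SD, limit set per campaign, cut at about 26% in these data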;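 further: 0% = LYPLA2 with DMSO and 100% = wells lacking LYPLA2 enzyme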
# Target sequence (O95372 whole entry, looked up): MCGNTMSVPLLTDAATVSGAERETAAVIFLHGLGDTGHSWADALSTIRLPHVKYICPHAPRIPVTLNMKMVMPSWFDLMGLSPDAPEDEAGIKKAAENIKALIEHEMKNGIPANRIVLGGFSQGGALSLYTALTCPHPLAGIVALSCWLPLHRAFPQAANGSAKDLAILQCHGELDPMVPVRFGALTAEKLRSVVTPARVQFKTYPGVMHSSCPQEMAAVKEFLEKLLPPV
# PAFAH1B3 FP inh – blocks human PAF acetylhydrolase 1B catalytic subunit 3 | Q15102 | recombinant PAFAH1B3, FP-rhodamine probe, fluorescence polarization | inhibition, % at 3.39 µM | hit rate 0.28% among 340,000 | AID 492972;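 active means inhibition above the screen-wide average of all tested compounds plus 3 SD, cut at about 25% in these data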;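 further: 0% = enzyme with DMSO only and 100% = wells lacking PAFAH1B3 protein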
# Target sequence (Q15102 whole entry, looked up): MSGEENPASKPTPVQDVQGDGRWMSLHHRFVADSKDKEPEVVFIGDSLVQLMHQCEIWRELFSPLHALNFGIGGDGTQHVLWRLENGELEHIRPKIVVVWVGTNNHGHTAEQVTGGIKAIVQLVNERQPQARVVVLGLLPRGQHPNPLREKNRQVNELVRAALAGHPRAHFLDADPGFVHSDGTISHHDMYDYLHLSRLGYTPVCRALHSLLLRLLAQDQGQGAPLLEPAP
# Active calls of the source: *; . = not tested or not shown.
# The line under a structure holds: PAD4 FP inh	PREPL inhibitor	PAFAH1B2 inh	LYPLA1 inh	PAFAH2 FP inh	GSTO1 counter	pPAFAH inh	LYPLA2 inh	PAFAH1B3 FP inh
O=C1N(c2ccc(Cl)cc2)C(c2ccc(Cl)cc2)N2CCCN12 (centres undefined)
    -1	-9	6	2	-1	7	3	-2	11
O=C(CCCC(=O)N(CC(=O)NC1CCCC1)c1ccc(F)c(Cl)c1)Nc1ccccn1
    3	6	9	2	-3	-2	-3	1	0
c1ccc(-n2ncc3c(NCC4CCCO4)ncnc32)cc1 (centres undefined)
    -1	1	5	-3	3	4	4	-4	7
CCOC(=O)C1CCN(C(=O)CN2C(=O)c3cccnc3Oc3ccc(C)cc32)CC1
    -1	2	-2	-2	-4	-4	4	0	0
CCCC(=O)NNC(=O)c1ccoc1C
    -5	-3	2	-1	-8	-4	6	0	9
COc1ccc(S(=O)(=O)N2CCN(c3nc(-c4cccnc4)nc4ccccc34)CC2)cc1
    3	-70	0	-8	-5	.	0	-16	-3
Cc1ccc2c(c1)C1CN(C)CCC1N2S(=O)(=O)c1ccccc1F (centres undefined)
    -3	-15	-1	-2	1	.	3	2	4
Cc1c(NS(=O)(=O)c2cccc(C(=O)NCc3ccccc3)c2)c(=O)n(-c2ccccc2)n1C
    -6	6	-3	3	-3	-4	5	2	12
COc1ccccc1NC(=O)C1CCOC1=O (centres undefined)
    4	-5	.	3	.	0	3	5	.
Cn1c(N)c(C(=O)COC(=O)c2cccnc2Cl)c(=O)n(C)c1=O
    -3	6	5	-1	0	4	2	6	8
CCCCNC(=O)Nc1c(C(=O)OCC)[nH]c2ccccc12
    -2	-5	0	1	1	2	6	8	2
O=S1(=O)CCC(=Nc2ccc(Cl)cc2)c2ccsc21
    0	2	2	-4	6	6	3	2	10
COc1ccc(-c2[nH]ncc2/C=C(/C#N)C(=O)NC2CCCCCC2)cc1
    -2	-3	4	-3	-2	-17	1	-10	2
CCOC(=O)c1ccc(NC(=O)COc2cc3oc(=O)c(CC(C)O)c(C)c3cc2Cl)cc1 (centres undefined)
    -3	10	1	-2	-9	2	0	1	-3
Cc1ccc(NC(=O)COC(=O)C2COc3ccccc3O2)cc1S(=O)(=O)N1CCOCC1 (centres undefined)
    5	20	7	0	-1	3	5	-3	4
CC(C)CC(C(=O)OCC(=O)Nc1ncc(Cl)cc1Cl)N1C(=O)c2ccccc2C1=O (centres undefined)
    3	-16	8	-2	1	6	3	0	4
O=c1c2ccc(Cl)cc2nc(-c2ccc([N+](=O)[O-])cc2)n1O
    1	8	-1	1	4	-3	0	-1	3
NC(=O)CSc1nc(N)c2c3c(sc2n1)CCCCC3
    2	11	9	0	4	-11	1	-2	0
CN1CCC(N(C)C(=O)CCc2nc3ccccc3c(=O)[nH]2)CC1
    1	6	0	7	-3	3	5	7	-1
CC12CN(C(=O)c3ccccc3Br)CC(C)(CN(C(=O)c3ccccc3Br)C1)C2=O
    0	0	0	-1	-3	3	1	1	6
O=c1[nH]c(CSc2nnc(NCCCN3CCOCC3)s2)nc2cc(Cl)ccc12
    -3	3	-1	5	-8	-17	0	1	2
COc1ccc(N2C(=O)CC(Sc3nc4ccccc4s3)C2=O)cc1 (centres undefined)
    -5	10	5	1	5	-4	5	-3	7
CCN(C(=O)COC(=O)c1ccc(C=O)cc1)c1c(N)n(Cc2ccccc2)c(=O)[nH]c1=O
    2	0	1	-5	2	.	0	-6	-2
Cc1ccc(Cn2cccc(NC(=O)CCC3CCCC3)c2=O)cc1
    -3	6	4	-2	0	-10	2	-1	2
Cc1ccnc(N2CCC(C(=O)NNC(=O)c3ccncc3)CC2)n1
    -3	3	3	-2	0	15	-3	2	3
CCn1c(CC(=O)Nc2ccccc2C)nnc1SCC(=O)NC1=NCCS1
    4	1	0	3	-6	-2	0	3	1
COCCCN(C(=O)c1ccc2ccccc2n1)c1c(N)n(Cc2ccccc2)c(=O)[nH]c1=O
    3	19	1	1	-1	.	1	2	1
COc1ccc(C)cc1NC(=O)C12CCC(C)(C(=O)O1)C2(C)C (centres undefined)
    -3	17	7	-1	-3	-2	-5	2	1
Cc1ccc(S(=O)(=O)Cn2nnnc2C(CC(C)C)N2CCN(C)CC2)cc1 (centres undefined)
    1	3	2	0	-8	3	1	7	5
O=C(CN1CCOCC1)NCc1ccc(F)cc1
    -5	12	4	4	-5	-2	-1	3	10
Cc1c(NC(=O)c2c(NC(=O)CNC3CC3)sc3c2CCCC3)c(=O)n(-c2ccccc2)n1C
    2	1	3	-1	-5	-2	1	-1	4
COc1cccc2cc(-c3nnc(SCC(=O)NCCc4ccccc4)n3C)oc12
    0	1	-4	-2	-2	3	-1	1	3
O=C(Nc1ccc(F)cc1)C1COc2ccccc2O1 (centres undefined)
    -2	1	-3	-3	0	12	3	-4	-3
CC(C)(C)c1nn2cnnc2n(/N=C/c2ccc(O)cc2)c1=O
    -2	10	4	-1	-6	-2	0	1	4
CC(C)Oc1cccc(C(=O)C2CCCN(C(=O)c3cncs3)C2)c1 (centres undefined)
    3	-4	-4	3	-4	2	2	4	1
COc1ccc(C2CCN(CC(=O)N(C)C)CC2O)cc1 (centres undefined)
    1	-2	1	-2	1	0	3	1	9
CCOc1cc(C2c3c(-c4ccccc4)n[nH]c3C(=O)N2c2ccc(C(=O)O)cc2)ccc1O (centres undefined)
    5	7	5	-1	-1	-14	0	2	4
CCOC(=O)c1c(C)oc2c1c(C(c1cccnc1)N1CCOCC1)c(O)c1ccccc12 (centres undefined)
    -1	13	3	4	4	10	12	6	2
Cc1nc(NC(=O)COC(=O)C2CC2C)c(Cl)cc1Cl (centres undefined)
    3	24	2	.	34*	.	19	.	8
O=C(COC(=O)c1ccc2ncsc2c1)Nc1ccccc1Br
    3	10	0	0	63*	.	-5	5	6
NC(=O)c1c(/N=C/c2cccs2)sc2c1CCCC2
    -3	-4	.	0	.	3	4	1	.
COc1ccccc1NS(=O)(=O)c1cc(C(=O)NCC(c2ccco2)N2CCCCC2)ccc1C (centres undefined)
    1	-5	7	1	6	6	-1	-2	-8
CCOC(=O)c1c(NC(=O)CSc2nnnn2CC)sc(C)c1C
    -2	2	-2	-4	-1	17	7	1	-7
FC(F)(F)c1ccc(Cl)c(N/N=C/c2ccc(N3CCOCC3)s2)c1
    -1	15	5	0	-1	4	8	8	7
O=C(Nc1cc(S(=O)(=O)N2CCOCC2)ccc1N1CCOCC1)c1c(F)cccc1Cl
    0	10	0	.	4	.	4	.	12
CCN(c1ccc(NC(=O)COC(=O)c2ccc(S(=O)(=O)N3CCCC3)cc2)cc1)C(C)C
    2	9	1	0	2	4	4	2	6
COc1ccc(Cc2noc(CN(C)CCN3CCc4ccccc4C3)n2)cc1OC
    0	14	1	-4	-6	2	5	0	2
O=C(c1ccccc1Cc1ccccc1)N1CCN(S(=O)(=O)c2ccccc2)CC1
    0	20	14	3	2	-5	3	9	3
O=C(c1n[nH]c(=O)c2ccccc12)N1CCN(c2ccccc2)CC1
    -2	2	5	2	2	16	-1	-2	6
COc1cccc(N(CC(=O)NC2CCCCC2)C(=O)CCC(=O)Nc2nccs2)c1
    -2	11	-2	1	-7	4	6	11	5
CC1CCN(Cc2cc(=O)oc3ccc4ccccc4c23)CC1
    0	-5	4	-5	-8	0	-2	1	-1
CCOc1ccccc1NC(=O)CCS(=O)(=O)c1ccc(OC)cc1
    1	7	-5	-2	0	5	6	1	6
COc1cc(Cl)cc(CN2CCC(CCC(=O)NC3CC3)CC2)c1OC
    0	3	11	0	0	-2	-2	-2	-2
Cc1ccc(/C=N/Nc2ccc(F)cc2)s1
    0	20	5	1	-2	6	-1	7	12
COc1cccc(NC(=O)Cn2c(=O)oc3ccccc32)c1
    -7	19	5	1	-13	5	-7	9	1
CN(Cc1cnccn1)C(=O)CC1C(=O)NCCN1CC(c1ccccc1)c1ccccc1 (centres undefined)
    -3	10	5	0	-9	3	0	4	4
c1cc(Nc2ncnc3sc4c(c23)CCC4)ccn1
    2	3	3	-4	-4	-19	-2	5	1
NS(=O)(=O)c1ccc(CNC(=O)c2ccc(S(=O)(=O)C(F)F)cc2)cc1
    -4	-4	-1	3	4	-2	1	3	4
COCCNC(=O)C(=O)N/N=C/c1ccccc1C(F)(F)F
    -1	7	9	2	2	7	2	0	7
CCOCCCNC(=O)CCCOc1ccccc1
    -1	-8	2	0	9	4	0	3	7

# (continued)
# The line under a structure holds: PAD4 FP inh	PREPL inhibitor	PAFAH1B2 inh	LYPLA1 inh	PAFAH2 FP inh	GSTO1 counter	pPAFAH inh	LYPLA2 inh	PAFAH1B3 FP inh
CCCCC(=O)Nc1ccc(C(=O)N2CCCC(C(=O)OCC)C2)cc1 (centres undefined)
    -2	2	-1	4	-6	3	0	4	-1
COc1cc(-c2cc(C(=O)Nc3ccc(O)cc3)c3ccccc3n2)cc(OC)c1OC
    -15	-2	0	-2	3	-21	-8	-5	6
COc1cccc(NC(=S)Nc2cccnc2)c1
    1	-2	6	3	-1	-1	7	1	3
O=C(COC(=O)c1ccc([N+](=O)[O-])o1)Nc1ccc(N2CCOCC2)cc1
    -11	26	-1	.	11	.	3	.	4
Cc1ccc2c(c1)N(CC(=O)NC1CCCC(C)C1C)C(=O)c1cccnc1O2 (centres undefined)
    -12	0	0	-1	5	-2	3	-6	12
Cc1cc(NC(=O)c2ccc(NC(=O)c3cccs3)cc2)no1
    3	2	3	-6	1	-11	4	-2	2
CC(=O)Nc1ccc(S(=O)(=O)Oc2ccc(N3C(=O)C4CCCCC4C3=O)cc2)cc1 (centres undefined)
    -6	4	5	-1	3	3	2	8	0
CCOc1ccc(CNc2ccc(S(N)(=O)=O)cc2)cc1
    1	-5	-4	-2	2	4	-1	-5	3
CCOC(=O)/C(=C/c1ccc(F)cc1)NC(C)=O
    -4	-2	-1	3	-8	1	3	7	-2
COc1ccc(C(=S)N2CCCC2)cc1
    2	5	2	0	-3	4	-1	8	0
O=C(OCC(=O)C12CC3CC(CC(C3)C1)C2)c1ccccc1O
    4	23	12	.	10	.	4	.	-2
COc1ccccc1N1CCN(c2ccnc3cc(Cl)ccc23)CC1
    -3	6	-4	4	-4	-4	2	0	3
CC(C)C(=O)Nc1ccc(NC(=S)NC(=O)c2ccccc2F)cc1
    -4	3	3	0	-8	-2	3	7	10
CCOc1ccc2oc(C(=O)N(CCOC)c3c(N)n(CC(C)C)c(=O)[nH]c3=O)c(C)c2c1
    -2	7	0	-3	-5	.	5	3	5
CCN(C(=O)CSc1n[nH]c(-c2cccs2)n1)C1CCS(=O)(=O)C1 (centres undefined)
    0	0	5	0	-1	1	4	-5	1
CCS(=O)(=O)N1CCC(C(=O)Nc2cc(C)ccc2O)CC1
    3	-1	2	0	4	0	2	-1	7
COc1cc(C(=O)OCCC(C)C)cc(OC)c1O
    1	19	1	0	9	9	11	4	8
O=C(Oc1ccc(Br)cc1)c1cncc(Br)c1
    5	11	9	3	-2	6	-1	7	6
CC(OC(=O)Cc1ccsc1)C(=O)Nc1ccc(C(N)=O)cc1 (centres undefined)
    1	0	7	-2	0	.	0	1	-3
CCOC(=O)c1c(-c2ccc(C)o2)csc1NC(=O)COC(=O)c1cccs1
    3	-22	-2	-2	0	-9	11	-5	4

# From PubChem

# An excerpt (hit frequency here may not be typical).
